MEP2 TOR yeast: modulators of MEP2-GFP levels in yeast, primary screen, S. cerevisiae, multiplex flow cytometry, MLPCN library | S. cerevisiae MEP2-GFP strain, 3 h; 100% = DMSO control level | GFP response vs DMSO, % at 10 µM | hit rate 0.51% among 330,000;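 active = GFP response versus DMSO above a set limit, roughly screen mean plus 3 SD, cut at about 180% in these data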;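 also: median GFP fluorescence of the barcode-gated MEP2-GFP cells per well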
procasp3 activ: activators of human procaspase-3 D3A mutant, primary screen, biochemical, absorbance, PC-3 D3A mutant, single concentration. recombinant procaspase-3 D3A, Ac-DEVD-pNA absorbance 405 nm. activation, % at 8.5 µM. hit rate 0.11% among 330,000;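 active = activation above the mean of all tested compounds plus 3 SD, cut at about 21% in these data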;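 also: 0% = DMSO alone and 100% = DMSO wells spiked with extra 5 µM PC-3 D3A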
Target sequence (P42574 whole entry D9A/D28A/D175A): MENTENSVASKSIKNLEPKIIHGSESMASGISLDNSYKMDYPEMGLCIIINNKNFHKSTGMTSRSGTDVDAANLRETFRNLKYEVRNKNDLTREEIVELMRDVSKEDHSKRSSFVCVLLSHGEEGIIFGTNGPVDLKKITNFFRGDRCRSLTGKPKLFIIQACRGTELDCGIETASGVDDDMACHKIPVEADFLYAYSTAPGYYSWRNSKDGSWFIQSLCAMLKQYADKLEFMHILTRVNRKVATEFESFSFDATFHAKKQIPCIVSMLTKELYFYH
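Assay system – Procaspase-3 D3A mutant · Benchmarks – DMSO low control, extra-enzyme high control · Technique – 405 nm absorbance of p-nitroaniline, reads at 0 and 120 min · Doses – 8.5 µM nominal · Measure – % activation between DMSO and enzyme-spiked controls · Also added – Ac-DEVD-pNA chromogenic peptide substrate · Schedule – 1 h compound preincubation, 2 h substrate hydrolysis at 25 °C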
AHR act: AHR activators, primary screen, cell-based, luminescence, luciferase reporter, human; Aryl hydrocarbon receptor (Homo sapiens), P35869; AHR-responsive luciferase reporter cells; activation, % at 5 µM; hit rate 2.5% among 320,000; AID 2796, 2010; in the data active = activation above about 47%;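 also: 0% = vehicle wells and 100% = reference agonist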
RPL19A-GFP yeast: RPL19A-GFP expression modulators in yeast, primary screen, cell-based, S. cerevisiae, multiplex flow cytometry, MLPCN | S. cerevisiae RPL19A-GFP strain, 3 h; hits give low values | percent response vs DMSO, % at 10 µM | hit rate 0.3% among 330,000 | AID 2025, 2009;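 active = percent response vs DMSO below 50%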;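 also: median channel GFP fluorescence of the barcoded RPL19A-GFP strain; ratio of sample median GFP to plate DMSO average so 100% = DMSO; lower means less RPL19A-GFP as with rapamycin TOR inhibition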
LAP4-GFP MLPCN: modulators of LAP4-GFP expression in yeast, primary screen, S. cerevisiae, multiplex flow cytometry, MLPCN library. hit rate 0.34% among 320,000. GFP response vs DMSO, % at 10 µM. AID 2023, 2009. 3 h; median GFP as percent of DMSO wells;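 active = GFP response vs DMSO above a set limit, about the screen mean plus 3 SD, cut at about 150% in these data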
CIT2 TOR yeast: modulators of CIT2-GFP expression in yeast, primary screen, S. cerevisiae, GFP fusion, multiplex flow cytometry, MLPCN library. S. cerevisiae CIT2-GFP strain, 3 h; 100 means same as DMSO wells. GFP response vs DMSO, % at 10 µM. hit rate 0.065% among 320,000;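 active = GFP response relative to DMSO above a set limit, near the screen mean plus 3 SD, cut at about 150% in these data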;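 also: ratio of well median GFP fluorescence to mean of DMSO wells on the plate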
procasp7 counter: procaspase-7 activators, primary screen, counter-screen for procaspase-3 activator project, biochemical, absorbance, HTS, human | Caspase-7 (Homo sapiens), P55210 | recombinant procaspase-7, Ac-DEVD-pNA absorbance 405 nm; D23A/D198A/D206A triple mutant, cannot self-cleave; scale: DMSO 0, 5 µM enzyme 100 | activation, % at 8.5 µM | hit rate 0.093% among 330,000;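 active = percent activation above the screen-wide mean plus 3 SD, cut at about 25% in these data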
Target sequence (P55210 whole entry D23A/D198A/D206A): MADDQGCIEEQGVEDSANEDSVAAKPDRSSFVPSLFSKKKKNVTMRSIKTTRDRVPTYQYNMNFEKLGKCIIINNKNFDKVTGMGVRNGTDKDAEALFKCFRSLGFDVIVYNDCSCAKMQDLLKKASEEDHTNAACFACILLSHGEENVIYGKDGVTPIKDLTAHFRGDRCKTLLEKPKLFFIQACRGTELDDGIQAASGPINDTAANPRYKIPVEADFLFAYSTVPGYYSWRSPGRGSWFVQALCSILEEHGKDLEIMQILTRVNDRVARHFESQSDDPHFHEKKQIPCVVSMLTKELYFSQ
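Assay system – Uncleavable procaspase-7 mutant enzyme · Quantity – 2 µM procaspase-7 mutant as dispensed · Times – 1 h preincubation, 2 h reaction · Dosing – single nominal 8.5 µM compound dose, 0.8% DMSO final · Buffer or medium – Zinc-free 50 mM HEPES buffer, pH 7.4, with NaCl and Triton X-100 · Detection – Epi-absorbance of released pNA at 405 nm, two timepoints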
AGP1 TOR yeast: modulators of AGP1-GFP expression in yeast TOR pathway, primary screen, cell-based, multiplex flow cytometry, S. cerevisiae, MLPCN library; hit rate 0.02% among 320,000; 3 h; GFP as percent of DMSO wells; GFP response vs DMSO, % at 10 µM;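 active = GFP response relative to DMSO above a set limit, near screen average plus 3 SD, cut at about 150% in these data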;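 also: median GFP channel fluorescence of the gated AGP1 strain per well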
The depositor's hits bear a star; / = not tested or not shown.

SMILES	MEP2 TOR yeast	procasp3 activ	AHR act	RPL19A-GFP yeast	LAP4-GFP MLPCN	CIT2 TOR yeast	procasp7 counter	AGP1 TOR yeast
Cc1cc2cccc(C)c2nc1SCC(=O)NC1CCCCC1	104.5	7.1	0.9	102.9	98.5	110.5	-2.5	104.3
CCC(C)Oc1cccc(C(=O)Nc2ccccc2N2CCOCC2)c1 (configuration not stated)	96.6	-0.9	5.3	94.2	88.4	94.8	1.8	95.5
CCCCc1ccc(NC(=S)NCc2cccc(OC)c2)cc1	104.2	-3.4	-1.6	105.9	96.4	100.5	-1.0	96.9
CCCCNC1=C(Br)C(=O)CC(C)(C)C1	107.6	-7.9	-3.1	99.5	99.3	104.8	-1.3	106.2
COCCn1c(C)cc(C(=O)COC(=O)c2cncc(Br)c2)c1C	105.1	5.6	1.5	100.0	97.7	103.3	6.3	99.3
COc1ccc(OC)c(C(C(=O)NCc2ccco2)N(C(=O)Cn2nnc3ccccc32)C2CC2)c1 (configuration not stated)	102.5	-2.6	1.2	100.7	103.5	97.7	7.7	103.9
CCc1ccc(CCC(=O)Nc2ccc(C(=O)O)cc2)o1	100.1	-4.2	2.3	98.8	99.2	104.1	2.9	105.6
COc1ccc(C)cc1S(=O)(=O)N1CCC(C(=O)NCCC2=CCCCC2)CC1	89.8	-1.9	-2.9	99.7	95.3	109.0	7.8	107.2
O=C(c1ccc(CS(=O)(=O)c2ccccc2)o1)N1CCN(c2ncccn2)CC1	99.2	3.3	8.1	101.8	107.4	100.6	0.4	101.1
COc1ccc(/C=N/OCC(=O)Nc2nc3ccccc3s2)cc1OC	99.5	0.5	12.6	94.7	99.3	93.4	0.4	95.4
O=C(CCN1C(=O)c2ccccc2C1=O)Nn1cnnc1	100.0	2.4	-1.1	97.3	96.6	102.6	6.5	101.6
Cc1ccc(-n2c(Cl)c(Cl)[nH]c(=O)c2=O)cc1	100.7	-4.3	0.5	102.7	99.5	100.4	10.1	103.5
Cc1ccc(NC(=O)C2C3CCCCC32)cc1[N+](=O)[O-] (configuration not stated)	92.4	2.6	0.7	91.7	89.4	83.6	1.0	87.5
Cc1cc(OC(C)C(=O)NCc2ccccn2)c2c(C)c(C)c(=O)oc2c1 (configuration not stated)	101.5	-3.5	3.9	98.2	99.7	93.3	7.7	98.7
CCOC(=O)N1CCN(C(=O)c2noc(C(C)C)c2[N+](=O)[O-])CC1	103.9	3.1	-1.2	101.1	95.9	108.0	-4.7	101.4
COc1ccc(S(=O)(=O)N(C)c2ccc(C(=O)NC3CCCC3)cc2)cc1	101.3	-1.2	-1.7	99.8	104.4	86.5	-3.8	101.0
Cc1nc(N2N=C(c3ccc(Cl)cc3)CC2c2ccco2)sc1C(=O)N(C)C (configuration not stated)	98.5	-17.9	27.5	95.2	121.0	96.9	-28.3	96.6
Cc1ccc(S(=O)(=O)NC(=NC2CCCCC2)c2ccc(F)cc2)cc1	102.4	8.0	-0.6	103.0	94.9	99.2	-4.6	99.4
CCOC(=O)c1cnc2nc(SCc3ccccc3Cl)[nH]n2c1=O	93.0	-8.5	2.4	95.1	106.4	84.7	-8.1	97.8
COc1ccc(CN2CCNC(=O)C2CC(=O)NCCCC2CCCC2)c(C)c1C (configuration not stated)	93.0	-0.5	-0.5	106.2	74.9	102.3	4.4	99.3
CCCCn1c(-c2nn(C)cc2Cl)n[nH]c1=S	102.5	-12.2	2.5	98.7	96.9	109.4	9.3	98.3
CCOc1cc(-c2noc(CCCC(N)=O)n2)cc(Br)c1OC	103.5	10.6	8.6	96.6	100.2	103.0	9.5	98.5
C/C(=N\Nc1ccc(C(=O)O)cc1)c1ccc(-n2ccnc2)cc1	96.0	-2.0	27.1	99.3	107.1	90.3	4.3	98.0
CCn1c(=O)c(=O)n(CC)c2cc(S(=O)(=O)Nc3cccc(OC)c3)ccc21	107.3	9.6	1.5	101.1	105.6	114.2	-4.2	104.0
CSc1cccc(NC(=O)CN(Cc2ccc(Cl)cc2)S(C)(=O)=O)c1	102.6	-1.8	5.9	98.0	108.2	96.8	3.0	100.5
COC(=O)c1ccccc1S(=O)(=O)N1CCC(C(=O)NCCC2=CCCCC2)CC1	95.9	7.1	-0.3	93.5	92.1	94.8	5.6	94.7
CCC1(c2ccccc2)NC(=O)N(CC(=O)NCCN2C(=O)S/C(=C\c3cccnc3)C2=O)C1=O (configuration not stated)	105.9	-10.6	-1.1	105.3	103.2	102.6	-8.2	108.1
O=C(NC12CC3CC(CC(C3)C1)C2)N1CCC(O)CC1	100.0	-6.8	0.3	93.7	89.5	94.3	8.6	97.7
CSc1nc(C)cc(NC(N)=O)n1	108.9	3.4	1.9	101.2	108.1	100.2	-1.3	111.4
Cn1c(=O)c2c(nc(NCCO)n2CCc2ccccc2)n(C)c1=O	99.0	1.6	-0.3	95.6	90.3	90.2	-5.6	93.8
COc1ccc(N2CCN(C(=O)C3CCCN(S(=O)(=O)c4c(C)noc4C)C3)CC2)cc1 (configuration not stated)	92.8	6.2	1.7	93.4	107.3	89.6	4.2	99.5
CCc1ccc(NC(=O)C(NS(=O)(=O)c2ccc3c(c2)CCN3C(C)=O)C(C)C)cc1 (configuration not stated)	104.3	3.4	-2.1	97.6	112.1	103.3	-3.6	103.3
Cc1ccc(OCC(=O)O/N=C(\N)c2ccccn2)cc1C	105.1	-11.9	5.3	98.0	104.6	95.7	-7.8	100.1
CCc1ccccc1N(C(=O)c1snc(C(N)=O)c1N)C(C(=O)NCC1CCCO1)c1c[nH]c2ccccc12 (configuration not stated)	95.2	14.6	41.3	98.0	98.1	102.1	23.9	103.3
CCCN1C(=O)c2ccc(C(=O)NCc3ccco3)cc2C1=O	117.0	-3.5	0.0	98.6	106.5	95.5	-7.9	97.5
COC(=O)c1c(CCl)noc1C(=O)NCC1CCCO1 (configuration not stated)	100.5	1.9	-0.5	97.4	94.4	98.4	-0.6	102.2
COc1cc(N)c(Cl)cc1NC(=O)c1ccccc1	95.2	-3.0	94.3*	97.9	92.9	93.2	-1.0	96.2
O=C1/C(=C/c2c[nH]c3ccccc23)CCC/C1=C\c1c[nH]c2ccccc12	109.1	-5.4	64.8*	99.0	108.7	97.1	-5.8	85.8
O=C(C1CCC1)N1CCc2cc(S(=O)(=O)NCc3ccccn3)ccc21	103.6	2.0	2.9	101.0	103.3	99.8	1.7	100.1
CC(C)CN(CC(C)C)C(=O)COc1ccccc1C(N)=O	103.5	3.8	7.8	100.3	92.7	97.5	0.5	100.6
CCCCc1ccc(NC(=S)Nc2ccc(Cl)c(S(=O)(=O)N(C)C)c2)cc1	93.1	-0.3	1.3	96.1	99.5	86.4	3.5	97.7
Cc1ncc(CO)c(/C=N/NC(=S)Nc2ccc(Cl)c(Cl)c2)c1O	103.3	1.8	25.4	108.5	94.2	104.5	-6.8	110.7
CCC(NC(=O)C1C2C=CC(C2)C1C(=O)O)c1ccc(C)cc1 (configuration not stated)	104.9	1.3	4.7	100.5	99.0	99.1	-1.1	96.4
CC(C)NC(=O)N(C)C[C@H]1Oc2c(NC(=O)c3ccc(-c4nccs4)cc3)cccc2C(=O)N([C@@H](C)CO)C[C@H]1C	102.5	6.9	0.6	103.1	101.5	103.9	4.1	104.9
Cc1ccc(S(=O)(=O)N2CCOCC2)cc1C(=O)OCCOc1cccc(Cl)c1	106.7	5.4	2.7	101.8	107.6	93.5	0.7	106.7

3 entries already listed, ordered by heavy-atom count, highest first.
SMILES	MEP2 TOR yeast	procasp3 activ	AHR act	RPL19A-GFP yeast	LAP4-GFP MLPCN	CIT2 TOR yeast	procasp7 counter	AGP1 TOR yeast
CCc1ccccc1N(C(=O)c1snc(C(N)=O)c1N)C(C(=O)NCC1CCCO1)c1c[nH]c2ccccc12 (configuration not stated)	95.2	14.6	41.3	98.0	98.1	102.1	23.9	103.3
O=C1/C(=C/c2c[nH]c3ccccc23)CCC/C1=C\c1c[nH]c2ccccc12	109.1	-5.4	64.8*	99.0	108.7	97.1	-5.8	85.8
COc1cc(N)c(Cl)cc1NC(=O)c1ccccc1	95.2	-3.0	94.3*	97.9	92.9	93.2	-1.0	96.2

Further records follow.
SMILES	MEP2 TOR yeast	procasp3 activ	AHR act	RPL19A-GFP yeast	LAP4-GFP MLPCN	CIT2 TOR yeast	procasp7 counter	AGP1 TOR yeast
COC(=O)CC(c1ccccc1F)N1Cc2ccccc2C1=O (configuration not stated)	100.0	2.7	3.3	101.2	88.7	102.2	-1.7	99.8
COc1cc2oc(=O)cc(C)c2c(OC)c1OC	104.2	2.8	0.2	107.4	99.7	101.3	5.9	104.4
CN1C(=O)C2(Oc3ccccc3C3CC(c4ccccc4)=NN32)c2ccccc21 (configuration not stated)	96.4	-13.1	54.1*	95.7	101.2	92.8	-1.1	96.5
CN(C)c1cccc(C(=O)NNC(=S)NC2CC3CCC2C3)c1 (configuration not stated)	113.5	-16.6	0.5	109.4	99.4	111.1	-4.4	110.5
COC(=O)c1sccc1NC(=O)Nc1cccc(C)c1C	101.0	/	/	106.4	78.2	93.9	/	89.7
CC1CCCC(NC(=O)c2cccc(S(=O)(=O)NCc3ccccc3)c2)C1C (configuration not stated)	100.9	-3.3	2.7	100.0	103.3	97.5	6.4	102.1
CC(C)(C)CC(C)(C)NCC(O)COCCOc1ccc(Br)cc1 (configuration not stated)	100.2	-1.7	6.6	102.3	98.7	106.7	4.5	103.2
COc1ccc2cc(C(C)C(=O)OC(C)C)ccc2c1 (configuration not stated)	86.7	-0.5	0.4	91.7	105.0	95.1	4.7	94.3
CCSc1ccc([C@@H]2[C@H]3C(=O)N(C)C(=O)[C@H]3[C@]3(C(=O)OC)CCCCN23)cc1	98.7	-3.0	1.7	105.6	100.9	91.3	0.6	97.1
Cc1noc(C)c1C(=O)N1CCN(S(=O)(=O)c2ccc(F)cc2)CC1	94.8	9.9	-0.5	95.0	104.2	97.6	3.6	99.2
c1ccc(-c2cc(-c3ccncc3)nc3ccc4ccccc4c23)cc1	103.0	-3.5	10.2	104.8	98.1	97.6	8.0	98.8
CCOC(=O)c1c(C)[nH]c(N=Nc2ccc(OC)cc2)c1C	100.0	-12.8	-7.6	94.8	102.0	95.0	-8.1	92.8
COc1ccc(CN2CCC(n3nccc3NC(=O)C3CC3)CC2)cc1O	95.2	6.6	-0.3	106.3	76.2	/	9.4	97.0
O=C(CCN1CCOCC1)NNC(=S)NC(=O)c1ccc(Br)cc1	64.0	-17.9	5.3	98.2	96.1	99.0	-4.0	84.7
CC(=O)Nc1cccc(NC(=O)c2ccc3c(c2)CCN3S(C)(=O)=O)c1	109.4	8.8	3.4	102.1	86.3	97.8	-2.4	91.9
Cc1ccc2c(c1)nnn2C1CCN(S(=O)(=O)c2cccc(S(=O)(=O)N(C)C)c2)CC1	101.8	2.3	-0.1	101.6	97.6	100.2	2.4	104.9
O=C(Nc1nc2ccccc2c(=O)[nH]1)c1ccccc1SCc1ccccc1	89.2	3.6	1.6	96.4	94.6	100.0	-0.1	100.1

Screening results (PubChem)
